Peg3 prom inh – reduces Peg3 promoter-driven luciferase expression in HeLa; HeLa PEG-Prom luciferase reporter, luminescence, overnight; inhibition, % at 20 µM; 360,000 tested, 1.7% active; AID 588405;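 active means inhibition of at least 50% at 20 µM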
CaV13 FRET inh – Disruptors of the CACNA1D IQ motif to Ca2+-dependent inactivation inhibitor domain association, primary screening, Förster resonance energy transfer in intact living …. inhibition, % at 12.3 µM. HEK cells, CFP/YFP FRET ICDI-IQ, plate reader, 10 min; percent FRET-ratio fall versus neutral wells. 340,000 tested, 0.098% active;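 active means mean replicate inhibition of at least 30% and at least 1% of replicates passing that level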;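 further: 0% = median of the neutral control wells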
KKLEB tox – reduces viability of KKLEB cystic fibrosis airway cells. AID 602141. KKLEB CF airway cells viability, ATPlite luminescence, overnight; stronger effect = lower value; cells stimulated with P. aeruginosa culture filtrate. 360,000 tested, 0.36% active. activity change (cytotoxicity), % at 5 µM;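 active means corrected activity change at or below -50% at 5 µM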
CF NFkB block – inhibitors of cystic fibrosis induced NF-kB | KKLEB NF-kB-GFP reporter, PAF-induced, GFP fluorescence overnight | inhibition, % at 5 µM | 360,000 tested, 0.86% active | AID 588850;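 active means at least 50% inhibition at 5 µM, scaled per plate between neutral and stimulator controls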;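 further: PAF is a Pseudomonas aeruginosa culture filtrate used as stimulus; plate controls were PAF-stimulated DMSO wells for no effect and unstimulated DMSO wells for full effect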
NR2E3 ag-1 – NR2E3 (human) agonism; GST-NR2E3/biotin-RetCOR TR-FRET, 1536-well; inhibition of corepressor binding, % at 4.78 µM; 320,000 tested, 0.12% active; AID 2300;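 active means percent inhibition above the cutoff of mean plus 3 SD of all tested compounds, set per screening campaign, cut at about 20% in these data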;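 further: 0% = DMSO wells and 100% = biotin wells as full block of FRET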
Target sequence (Q9Y5X4 whole entry, looked up): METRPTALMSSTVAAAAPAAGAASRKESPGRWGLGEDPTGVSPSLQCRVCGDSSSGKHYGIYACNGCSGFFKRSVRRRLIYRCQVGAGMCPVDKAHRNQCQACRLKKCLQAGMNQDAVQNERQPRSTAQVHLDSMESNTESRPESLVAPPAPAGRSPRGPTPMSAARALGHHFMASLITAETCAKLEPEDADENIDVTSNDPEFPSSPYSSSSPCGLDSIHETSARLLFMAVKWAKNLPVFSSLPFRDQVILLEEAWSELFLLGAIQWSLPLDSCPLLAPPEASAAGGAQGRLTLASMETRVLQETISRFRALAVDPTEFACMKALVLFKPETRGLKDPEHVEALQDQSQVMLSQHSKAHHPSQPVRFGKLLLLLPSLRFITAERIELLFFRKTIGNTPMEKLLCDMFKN
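Test system – NR2E3–RetCOR corepressor complex · Quantity – NR2E3 fusion 1.35 nM · Buffer or medium – Tris pH 7.5 · Incubation – Compound–protein incubation for 5 h at 4 °C · Technique – TR-FRET, Eu(K)-anti-GST donor, streptavidin-D2 acceptor, ex 340, em 617/671 nm · Evaluation – percent inhibition of 671/617 nm emission ratio versus biotin and DMSO controls · Plate – 1536-well format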
Shn3 inh set2 – reduces Shn3 3'UTR luciferase signal in osteoblasts; 360,000 tested, 0.52% active; AID 588674; inhibition, % at 12.5 µM; Clone20 osteoblast Shn3 3'UTR firefly luciferase, 24 h;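 active means mean inhibition of at least 75% with every replicate also reaching 75%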;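 further: 0% = median of neutral control wells and 100% = pilot-screen positive control compound; some compounds past the cut are filed as inactive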
Vif imaging – HIV Vif inhibition | HEK293T cells, Vif self-association by quenched fluorescence, imaging, 24 h | inhibition, % at 7.49 µM | 340,000 tested, 0.35% active; in the data active means inhibition above about 50%, passing the limit was not always enough; further: some results filed as inactive read as strong as hits
HIF-2a inh – blocks HIF-2a reporter activity | 786-0 RCC cells HIF-2a reporter, luciferase luminescence, overnight | inhibition, % at 18.8 µM | 360,000 tested, 0.72% active;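 active means inhibition of the luminescence signal of 40% or more relative to plate controls, in a single-dose primary screen at 18.75 µM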
TRPM1 prom inh – inhibitors of MITF-driven TRPM1 promoter in melanoma cells; inhibition, % at 12.5 µM; 330,000 tested, 0.83% active; SK-MEL-5 TRPM1 promoter luciferase, 24 h;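 active means mean inhibition across replicates of 60% or more, whatever share of single replicates reaches that level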; further: values of inactives mirror those of a sister screen read the other way
PDI turbidity – PDI (human) enzyme inhibition; P07237; PDI insulin aggregation turbidity, A650, 90 min; inhibition, % at 10 µM; 350,000 tested, 0.052% active;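 active means mean inhibition across replicates of 30% or more, whatever share of single replicates reach that level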;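 further: absorbance from insulin aggregation driven by PDI reduction with DTT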
Target sequence (P07237 whole entry, looked up): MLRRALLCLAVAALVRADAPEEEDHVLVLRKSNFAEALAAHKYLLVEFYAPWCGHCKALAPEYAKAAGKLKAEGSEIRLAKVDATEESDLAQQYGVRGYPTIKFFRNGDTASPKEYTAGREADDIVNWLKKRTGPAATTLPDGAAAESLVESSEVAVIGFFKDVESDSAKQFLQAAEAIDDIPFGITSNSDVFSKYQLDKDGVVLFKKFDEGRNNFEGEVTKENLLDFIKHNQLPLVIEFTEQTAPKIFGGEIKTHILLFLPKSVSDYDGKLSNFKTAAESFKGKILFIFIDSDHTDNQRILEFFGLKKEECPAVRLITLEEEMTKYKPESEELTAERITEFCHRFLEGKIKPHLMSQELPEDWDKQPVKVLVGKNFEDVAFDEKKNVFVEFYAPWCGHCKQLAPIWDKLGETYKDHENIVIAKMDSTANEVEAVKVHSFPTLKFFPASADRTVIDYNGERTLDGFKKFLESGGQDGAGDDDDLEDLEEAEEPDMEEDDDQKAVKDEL
NR2E3 ag-2 – agonists of human NR2E3 nuclear receptor; Q9Y5X4; CHO-S Gal4-NCOR/VP16-NR2E3 two-hybrid, luciferase; inhibition of corepressor binding, % at 3.98 µM; 360,000 tested, 0.35% active; AID 602229;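 active means inhibition above the mean of all tested compounds plus 3 SD, cut at about 70% in these data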;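 further: 0% = DMSO with NR2E3 transfected cells and 100% = cells lacking NR2E3 construct; higher means lower luciferase signal from less NR2E3 corepressor binding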
Starred values were filed as active, the others as inactive; x = not tested or not shown.

SMILES	Peg3 prom inh	CaV13 FRET inh	KKLEB tox	CF NFkB block	NR2E3 ag-1	Shn3 inh set2	Vif imaging	HIF-2a inh	TRPM1 prom inh	PDI turbidity	NR2E3 ag-2
Cc1nc(SCC(=O)N2CCCCCC2)[nH]c(=O)c1C	-2	-2	4	-21	4	-16	3	4	-3	0	-1
N#Cc1cnn(-c2cccc(Cl)c2)c1-n1cccc1	16	-4	1	-1	2	-4	5	14	-1	-1	-24
N#C/C(=C\c1cn(CC(=O)O)c2ccccc12)C(=O)NCc1ccccc1	-4	-1	3	-23	0	-23	-3	8	-4	-5	-18
COC(=O)c1ccccc1NC=C1C(=O)OC2(CCCCC2)OC1=O	13	-4	-8	9	4	-5	4	11	2	-4	-11
COc1ccc(-c2cc(C(=O)NCCN3CCOCC3)c3ccccc3n2)c(OC)c1	-1	-5	11	-12	4	7	6	-9	1	-3	-3
COc1ccc(CC(=O)NNS(=O)(=O)c2ccccc2[N+](=O)[O-])cc1	16	-18	11	-7	3	-13	-1	11	10	-26	-35
CCCC(=O)N(CCN(C(=O)CCC)c1ccccc1)c1ccccc1	20	-5	-12	16	0	-12	-9	3	-7	-2	-14
O=C(CSc1n[nH]c(=O)n1C1CC1)Nc1ccccc1	5	-2	20	-3	4	-17	10	3	10	-3	-7
CSc1ccc(C2CC(=O)Nc3c2c(=O)n(C)c(=O)n3C)cc1 (stereo not drawn)	6	-2	-4	8	1	14	4	13	10	4	-22
CCOc1ncccc1C(=O)OCC(=O)NC1CCCCCC1	16	-5	-11	26	x	-23	-15	19	-2	-1	-1
CC(C)c1ccc(NC2=CC(=O)CC(C)(C)C2)cc1	-45	-20	2	2	1	-14	-3	-73	-18	5	-11
c1ccc2c(c1)CCc1snnc1-2	7	-2	-1	-11	-2	14	4	6	-4	6	8
COc1cc(C2c3c([nH]c(=O)[nH]c3=O)Nc3ccc4ccccc4c32)ccc1O (stereo not drawn)	4	-7	-2	-5	-1	-5	x	28	33	25	-10
CCc1cc(C(=O)O)c(NC(=O)c2cc(OC)c(OC)c(OC)c2)s1	11	-5	2	-17	7	-25	21	-2	1	-8	12
CC1CCCCC1N1CCN(C(=O)c2cccc(F)c2)CC1 (stereo not drawn)	1	0	7	-1	2	-8	-3	10	-1	-4	-2
CCOc1ccc(CNC(=O)CCCN2C(=O)C(c3ccccc3)Oc3cccnc32)cc1 (stereo not drawn)	6	-7	5	-1	-4	8	-4	19	11	-8	-10
Cc1ccc(NC(=O)N/C=C/c2ccc(Cl)cc2)cc1	-91	-2	17	-35	2	2	0	-39	-30	0	-6
COc1ccc(C(=O)Oc2cccc3cccnc23)cc1[N+](=O)[O-]	-9	0	9	-20	-2	-12	8	1	7	6	3
CCOc1ccc(NC(=O)CN(C)C(=O)c2c(-c3ccccc3)noc2C)cc1OCC	-3	-3	16	-32	-1	8	0	6	11	-1	-1
CC1(C)CC2CC(C)(CN2C(=S)Nc2ccccc2)C1 (stereo not drawn)	15	-6	9	6	-1	-14	-12	23	-1	-33	-4
CCCc1cc(=O)[nH]c(SCC(=O)c2ccc3c(c2)NC(=O)CO3)n1	12	-15	2	0	-1	-1	-2	20	19	-13	0
O=C1CCC(C(=O)OCc2c(Cl)cccc2Cl)N1 (stereo not drawn)	-4	-7	2	7	1	-8	-1	9	4	0	10
O=C(NNC1=C(C(=O)C(F)(F)F)CCC1)c1ccc(Cl)cc1	-89	-5	-16	3	5	1	10	-36	21	-1	-34
O=C(COC(=O)c1ccc(F)c(S(=O)(=O)N2CCOCC2)c1)NCc1ccco1	5	-11	1	11	-3	-1	-3	14	-3	-23	-25
O=C(NCN1C(=O)C2C3C=CC(C3)C2C1=O)Nc1ccccc1O (stereo not drawn)	9	-7	-8	11	4	-15	2	10	5	1	0

Sorted by the number under NR2E3 ag-2 (high to low): some entries from above
| mol | NR2E3 ag-2 |
| --- | --- |
| CCc1cc(C(=O)O)c(NC(=O)c2cc(OC)c(OC)c(OC)c2)s1 | 12 |
| O=C(NCN1C(=O)C2C3C=CC(C3)C2C1=O)Nc1ccccc1O (stereo not drawn) | 0 |
| O=C(COC(=O)c1ccc(F)c(S(=O)(=O)N2CCOCC2)c1)NCc1ccco1 | -25 |

Following part
SMILES	Peg3 prom inh	CaV13 FRET inh	KKLEB tox	CF NFkB block	NR2E3 ag-1	Shn3 inh set2	Vif imaging	HIF-2a inh	TRPM1 prom inh	PDI turbidity	NR2E3 ag-2
Nc1nc2n(n1)C(c1ccco1)CC(c1ccccc1)N2 (stereo not drawn)	14	-6	9	6	-1	-11	4	14	1	4	7
COc1ccc(-c2nonc2NC(=O)c2ccco2)cc1OC	3	-6	1	3	-2	-15	8	13	2	-8	11
COc1cccc(C(C)NC(=O)c2ccncc2)c1 (stereo not drawn)	-1	-2	1	0	4	0	18	16	5	-3	-1
CCOc1ccc2[nH]c(C)c(CN3CCN(CC)CC3)c(=O)c2c1	6	-9	14	-5	3	10	12	13	1	1	20
COc1ccccc1N1C(=O)c2ccc(C(=O)Nc3ccccc3O)cc2C1=O	7	-19	7	2	0	2	-5	2	-4	-9	-25
O=C(COc1ccc2cc(Br)ccc2c1Br)N1CCOCC1	-112	-3	3	-4	x	2	-7	-124	-40	0	-11
CCOCCCNc1ncc2c(n1)CC(c1ccc(C)cc1)CC2=O (stereo not drawn)	27	x	-13	10	3	-1	11	13	7	1	-3
CCc1nn(CCCC(=O)NCc2ccc(C)cc2)c(=O)c2cc3occc3n12	10	-3	4	-1	2	-20	-6	17	2	1	-13
COCCN(Cc1ccc(C)c(Br)c1)C(=O)Cn1cnc(S(=O)(=O)N2CCCC2)c1	-11	-15	6	2	-1	-6	-1	-1	12	0	-17
Cc1cc(C)cc(OCC(=O)NNC(=O)c2ccoc2C)c1	4	-2	-4	-14	0	1	-5	7	7	-2	4
CCC(CC)Nc1ccc(C(CC(N)=O)NC(=O)c2ccccc2)cc1[N+](=O)[O-] (stereo not drawn)	3	-3	-4	-5	-2	5	32	-24	-1	2	-12
OCc1nc2c(ccc3ccccc32)[nH]1	-14	-2	-10	16	0	-4	4	-44	1	0	-14
CCOC(=O)CC1=C(C(=O)OCC)C(c2cccnc2)C(C#N)=C(N)O1 (stereo not drawn)	-2	x	2	6	-4	16	3	2	7	-2	-6
COC(=O)c1ccc(C(=O)OC)c(NC(=O)c2cnc3n(c2=O)CCS3)c1	23	-8	3	-16	2	2	13	13	6	16	-5
COc1ccccc1/C=C/C=N/NC(=O)CC1C(=O)NN=C1C (stereo not drawn)	18	-16	-6	-5	0	4	-3	19	19	-6	-14
O=C(COC(=O)c1cccnc1Cl)NCCc1ccc(F)cc1	10	-6	-5	-11	x	9	0	4	-10	-5	-13
CSc1ncc(CN2CCN(C3CCCCC3)C(CCO)C2)cn1 (stereo not drawn)	1	-18	-11	15	1	-16	0	10	-4	-5	5
CCOC(=O)C1CCCN(S(=O)(=O)c2ccc(-n3cnnn3)c(C)c2)C1 (stereo not drawn)	-1	-5	-3	-3	2	-11	1	7	0	0	-14
COc1cc(-c2nnc(COC(=O)c3cc(C)no3)o2)cc(OC)c1OC	5	-6	9	-4	-2	-10	2	3	-2	3	-40
COc1ccc(OC)c(-c2csc(NC(=O)COC(=O)C3CCC3)n2)c1	-8	-4	3	2	2	-4	x	-15	-5	-8	-5
CC(=O)c1ccc(O)c(CO)c1	6	x	3	5	-2	-1	x	15	-12	1	17
Cc1ccc(S(=O)(=O)NCc2ccccc2)cc1C(=O)NCc1ccccn1	4	x	7	-24	0	27	-3	14	7	9	-38
COc1ccc2[nH]c(=O)c(CN(C)C(=O)COc3ccccc3)cc2c1	19	-5	5	-2	2	10	-9	26	1	-6	-16
Clc1ccc(-c2nc3cnccn3c2NC2CCCC2)cc1	18	x	-13	13	1	4	-7	28	-3	-19	-13
O=C(O)C1CSC2(c3ccc(F)cc3)CCC(=O)N12 (stereo not drawn)	19	-2	1	-10	-1	7	16	20	11	2	-16

Next section.
SMILES	Peg3 prom inh	CaV13 FRET inh	KKLEB tox	CF NFkB block	NR2E3 ag-1	Shn3 inh set2	Vif imaging	HIF-2a inh	TRPM1 prom inh	PDI turbidity	NR2E3 ag-2
Cc1onc(-c2c(Cl)cccc2Cl)c1C(=O)NCc1ccc(S(N)(=O)=O)cc1	16	-4	22	-23	1	-6	1	11	3	-5	-4
CCOC(=O)c1c(NC(=O)CSc2nnnn2CC)sc(C)c1C	18	x	-17	11	-1	9	4	21	-4	14	-18
Cc1ccc2c(c1)N(CCC(=O)NCc1ccc3c(c1)OCO3)C(=O)CO2	-14	-6	5	14	-3	8	-12	4	-7	-2	-7
COc1ccccc1-c1nc2cc3ccccc3cc2nc1-c1ccccc1	-19	-6	12	31	-1	18	8	-18	29	3	-11
Cc1ccc(NC(=O)c2ccc(OCC3CCCO3)cc2)nc1 (stereo not drawn)	-303	-2	5	-12	6	-78	4	-165	-79	-7	-121
CCOC(=O)/C(=N\Nc1ccc(Br)cc1)N1CCN(c2ccccc2OC)CC1	16	1	-8	2	x	18	-1	10	-1	6	-6
Cc1ccc(NC(=O)CSc2nnnn2C)cc1S(=O)(=O)N(C)C	-14	-3	0	-8	2	-17	-11	-22	-16	-17	-6
CC1CN(c2c3c(nc4ncnn24)CCCC3)CC(C)O1 (stereo not drawn)	7	-5	-11	10	2	-5	10	13	3	-3	2
C(=N\Nc1nc2ccccc2[nH]1)/c1ccccc1	-346	-3	1	-16	5	-91	-9	-341	-76	0	-153
CSc1nc2ccccc2n1Cc1cccc([N+](=O)[O-])c1	19	5	6	2	2	8	-1	26	0	9	-30
COc1ccc(S(=O)(=O)Nc2ccc3c(c2)n(C)c(=O)n3C)cc1	6	-4	4	-39	5	22	2	11	5	0	4
CCC(c1nnc(SCC(=O)Nc2cc(Cl)ccc2C#N)n1C1CCCCC1)N(C)C (stereo not drawn)	12	-3	-3	7	-1	-2	5	10	8	-3	2
C[C@@H](Nc1nc(-c2ccccc2)nc2c1oc1ccccc12)C(=O)O	24	-10	4	-1	0	1	-3	-18	31	-1	-6
COC(=O)c1sccc1NC(=O)COc1ccccc1Cl	-167	-6	-8	20	4	-44	-7	-147	-21	2	-72
CCOC(=O)c1[nH]c(C)c(C(=O)Nc2ccc(C)c(Cl)c2)c1C	-49	-5	-1	-4	3	-13	2	-86	2	-13	-17
CCCc1cc(-c2[nH]ncc2-c2ccc(C(=O)OCC)o2)c(O)cc1O	40	x	10	37	-1	26	-13	-11	22	12	5

Screening data as filed in PubChem.
